# BAP1 block: blocks human BAP1 ubiquitin-AMC hydrolysis | Q92560 | AID 436 | activity remaining (% of control), % at 20 µM | 72,000 compounds, 0.48% hits | recombinant BAP1, Ub-AMC hydrolysis fluorescence kinetic; active compounds read low;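 active = activity remaining at or below 50% of control, provided the compound also passes the data quality filters; inactive = the rest, including low values that fail the filters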;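 note: 100% = DMSO wells rate and 0% = substrate alone blank rate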
# Target sequence (Q92560 whole entry, looked up): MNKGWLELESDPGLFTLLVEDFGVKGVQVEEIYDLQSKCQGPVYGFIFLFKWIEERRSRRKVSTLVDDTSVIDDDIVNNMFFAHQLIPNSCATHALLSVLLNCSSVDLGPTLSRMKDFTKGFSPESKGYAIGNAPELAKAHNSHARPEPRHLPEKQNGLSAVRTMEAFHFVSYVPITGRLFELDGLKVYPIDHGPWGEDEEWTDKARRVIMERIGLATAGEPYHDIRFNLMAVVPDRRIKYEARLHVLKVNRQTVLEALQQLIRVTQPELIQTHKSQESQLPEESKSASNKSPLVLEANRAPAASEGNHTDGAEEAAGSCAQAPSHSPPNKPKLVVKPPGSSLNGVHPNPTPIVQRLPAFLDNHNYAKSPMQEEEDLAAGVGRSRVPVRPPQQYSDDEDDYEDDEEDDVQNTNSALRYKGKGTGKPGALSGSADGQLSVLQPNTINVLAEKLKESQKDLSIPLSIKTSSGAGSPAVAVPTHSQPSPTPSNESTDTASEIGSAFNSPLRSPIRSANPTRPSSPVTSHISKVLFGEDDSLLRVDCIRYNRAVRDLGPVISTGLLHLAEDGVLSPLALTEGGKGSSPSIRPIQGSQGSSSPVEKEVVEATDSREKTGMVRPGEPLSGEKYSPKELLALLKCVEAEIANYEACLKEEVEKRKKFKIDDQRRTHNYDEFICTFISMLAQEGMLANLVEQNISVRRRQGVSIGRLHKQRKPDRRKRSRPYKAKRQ
# HePTP inhibitor: human HePTP phosphatase inhibition; inhibition, % at 20 µM; recombinant HePTP phosphatase activity, OD absorbance; 110,000 compounds, 0.64% hits; AID 521; in the data active = inhibition above about 50%;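 note: plate controls were vehicle for no effect and reference inhibitor for full effect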
# Target sequence (P35236 whole entry, looked up): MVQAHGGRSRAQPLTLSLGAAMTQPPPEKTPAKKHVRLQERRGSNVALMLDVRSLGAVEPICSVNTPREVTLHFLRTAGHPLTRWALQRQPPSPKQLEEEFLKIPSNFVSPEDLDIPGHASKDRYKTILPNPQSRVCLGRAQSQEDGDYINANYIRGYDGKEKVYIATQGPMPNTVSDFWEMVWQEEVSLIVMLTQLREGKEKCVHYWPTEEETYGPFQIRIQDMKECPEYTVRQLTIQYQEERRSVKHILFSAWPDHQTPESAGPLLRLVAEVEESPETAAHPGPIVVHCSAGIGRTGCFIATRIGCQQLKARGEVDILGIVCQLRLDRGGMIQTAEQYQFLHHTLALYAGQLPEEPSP
# The depositor's hits bear a star; x = no result given; & = joins results of further samples. Random draw from the library; any-hit rate near 0.95%.
# The opening two entries (preview)
HePTP inhibitor | BAP1 block | smiles
6 | x | Cc1c(Cc2ccccc2)sc(NC(=O)c2ccccc2Br)c1C(N)=O
6 | 93 | Cc1ccc(OCC(=O)Nc2ccc(O)c(C(=O)O)c2)cc1C

# The whole of this part (from the top)
HePTP inhibitor | BAP1 block | smiles
6 | x | Cc1c(Cc2ccccc2)sc(NC(=O)c2ccccc2Br)c1C(N)=O
6 | 93 | Cc1ccc(OCC(=O)Nc2ccc(O)c(C(=O)O)c2)cc1C
1 | x | CC(C)(C)c1nnc(NC(=O)CSc2nnnn2-c2ccccc2)s1
12 | 118 | Cc1ccc(CNC(=O)c2cc3c(=O)n4ccccc4nc3n(Cc3ccco3)c2=N)cc1
-10 | 90 | CCOC(=O)C1CCCN(C(=O)c2ccccc2Oc2ccccc2)C1 (stereo not given)
-6 | 87 | Cn1c(=O)c2c3c(sc2n2c(SCc4ccccc4)nnc12)CCCC3
3 | x | Cc1ccc(C(C)C)c(OCCNC(=O)c2ccc(Cl)cc2Cl)c1
-13 | x | COc1ccc2c(-c3ccccc3)cc(=O)[nH]c2c1
8 | 83 | CN1CCN(C2=C(Cl)C(=O)N(C3CCCCC3)C2=O)CC1
-6 | 85 | CC(C)(C)n1nc2c(c1NC(=O)c1ccc(S(=O)(=O)N3CCCC3)cc1)CSC2
-16 | x | COC(=O)c1ccccc1NC(=O)COc1cc(C)cc(C)c1
8 | x | CC(=O)c1ccc(NC(=O)c2cc3cc(Br)ccc3oc2=O)cc1
-22 | 108&125 | COc1ccc(C(=O)Oc2ccc3c(c2)OCO3)cc1OC
-7 | 120 | COc1cccc(-c2nn(-c3ccccc3)cc2C(=O)O)c1
12 | x | O=C(CCc1ccccc1)Nc1ccccc1C(=O)Nc1ccccc1
0 | 97 | CC(C)N(C#N)c1nc(N2CCOCC2)nc(N2CCOCC2)n1
2 | 121 | COCCn1c(C)cc(C(=O)CSc2nncn2-c2ccccc2)c1C
8 | 103 | CN(c1ccc(C(=O)NCc2cccnc2)cc1)S(C)(=O)=O
5 | x | O=C(c1ccc(Cl)cc1)N1CCN(c2ccc(Cl)cc2[N+](=O)[O-])CC1
6 | 81 | CCN(CC)S(=O)(=O)c1ccc(NC(=O)Cn2cnc3ccccc3c2=O)cc1
12 | x | COc1ccc(C(C2=C(O)CC(C)(C)CC2=O)C2C(=O)CC(C)(C)CC2=O)cc1OC (stereo not given)
4 | 110 | Cc1cc(C(=O)Nc2c(C)n(C)n(-c3ccccc3)c2=O)c(C)o1
7 | x | Oc1ccc(Br)cc1CN1CCN(Cc2cccc3ccccc23)CC1
9 | 93 | C(=NCCCN1CCOCC1)c1ccc2c(c1)OCO2
-7 | x | O=C1c2ccccc2NC(c2cccc(O)c2)N1c1ccccc1 (stereo not given)
-6 | x | CCOC(=O)c1c(-c2ccccc2)csc1NC(=O)c1ccc(N2C(=O)CCC2=O)cc1
4&-2 | 91 | O=S(=O)(CCc1nnc(-c2ccccc2)o1)c1ccc2ccccc2c1
-3 | x | O=C(COc1ccc(Cl)cc1)Nc1nc(-c2ccc(S(=O)(=O)N3CCOCC3)cc2)cs1
-3 | x | CC(C)(C)C1CCc2c(sc3c2c(=O)n(Cc2ccccc2)c2n[nH]c(=S)n32)C1 (stereo not given)
-4 | 85 | Clc1cccc(Nc2ncnc3c2cnn3-c2ccccc2)c1
11 | x | Cc1ccc(N2CCCCC2)c2c1C(=O)c1ccccc1C2=O
0 | x | O=C(O)CCCCCNC(=O)c1ccccc1O
12 | x | CCCCCCCCC(=O)N/N=C/c1ccccn1
-11 | x | COc1ccc(CCN2C(=O)CC(N3CCN(C/C=C\c4ccccc4)CC3)C2=O)cc1OC (stereo not given)
5 | 98 | COc1cccc(NC(=O)c2nnn(CCc3ccccc3)c2N)c1
x | 120 | CC(C)c1cc([N+](=O)[O-])c2nc(NC(=O)C3CCCCC3)sc2c1
5 | 150 | c1ccn2c(CNc3ncnc4sccc34)nnc2c1
3 | 120 | N=C1C(c2nc3ccccc3s2)=C(O)CN1Cc1ccco1
-1 | 90 | CCOC(=O)N1CCC(NC(=O)C2CCN(c3nc(-c4ccc(OC)cc4)no3)CC2)CC1
8 | x | CS(=O)(=O)N(CC(=O)N1CCN(c2ccccc2)CC1)C1CCCCC1
-8 | x | CCn1c(=O)c2c3c(sc2n2c(SCc4ccc(F)cc4)nnc12)CCCC3
2 | x | CCC1Cc2c(nc3c4c(nc(N5CCOCC5)c(C#N)c24)NC(C)=N3)O1 (stereo not given)
-1 | 89 | N#Cc1cnc(SCCc2ccccc2)nc1N
1 | 97 | CC(=Nc1ccc(C)c(C)c1)C1=C(O)CSC1=O
8 | 85 | COC(=O)[C@H](C(C)C)n1c(C)c(C(C)=O)c(C(C)=O)c1C
-9 | x | CN(C1=NS(=O)(=O)c2ccccc21)c1ccccc1
-28 | x | COC(=O)C(Cc1ccc(O)cc1)N=Cc1ccccc1O (stereo not given)
-10 | x | O=c1c2c(nc3cc(-c4ccc(Br)cc4)[nH]n13)CCCC2

# Reprinted at random: 2 compounds from above, in no set order.
HePTP inhibitor | BAP1 block | smiles
8 | 85 | COC(=O)[C@H](C(C)C)n1c(C)c(C(C)=O)c(C(C)=O)c1C
-10 | x | O=c1c2c(nc3cc(-c4ccc(Br)cc4)[nH]n13)CCCC2

# (more compounds)
HePTP inhibitor | BAP1 block | smiles
-3 | x | COCCOC(=O)c1ccc(NC(=O)c2c(-c3ccccc3Cl)noc2C)cc1
4 | 42* | CN(C)c1cc(NC(=O)CN2CCOCC2)c2ccccc2n1
-4 | 94 | C=C(C)Cn1c(NCCOC)nc2c1c(=O)[nH]c(=O)n2C
2 | x | O=C(Nc1ncc(Cc2ccc(Cl)cc2Cl)s1)c1ccccc1
-3 | x | CC(C)C(=O)NS(=O)(=O)c1ccc(NC(=O)C(F)(F)F)cc1
x | 98 | COC(=O)C1CCN(c2cc(=O)n(Cc3ccc(F)cc3)c(=O)[nH]2)CC1
x | 73 | Cc1cc(C)cc(OC(=O)CCN2C(=O)c3ccccc3C2=O)c1
1 | x | CC1(C)Nc2ccccc2N(Cc2ccc(Cl)c(Cl)c2)C1=O
8 | 75 | O=C(CCCN1C(=O)c2ccccc2C1=O)N1CCN(c2ccccn2)CC1
4 | 82 | Cc1ccc(CSc2nc3c(c(=O)[nH]2)CCC3)cc1
-2 | 99 | Cc1cc(C)c(NC(=O)CS(=O)CC(=O)Nc2cccnc2)c(C)c1 (stereo not given)
-4&0 | 95 | O=C(O)CCCC(=O)N1CCN(C(c2ccccc2)c2ccccc2)CC1
-6 | 91 | O=C(CCC1CC(=O)Nc2ccccc21)NCc1cccnc1 (stereo not given)
-7 | 62 | C=C(C)Cn1c(-c2ccccc2)n[nH]c1=S
6 | x | O=C(O)CSc1nnc(C2CC2)n1-c1ccccc1
9 | 107 | COc1ccc(S(=O)(=O)N2CCCC(C(=O)N3CCOCC3)C2)cc1C (stereo not given)
-1 | 95 | CCCCN(CC)CCNC(=O)c1cc2c(=O)n(C)c3ccccc3c2n1C
11 | 130 | CCCOc1c(Br)cc(C(=O)NCC)cc1OC
-5 | 95 | COc1ccc(CNC(=O)CN(CC2CCCO2)C(=O)CNS(=O)(=O)c2ccc(C)cc2)cc1 (stereo not given)
13 | x | CCN(CC)C(=O)CN1C(=O)C(=O)c2ccccc21
-6 | x | CCOc1ccc(-c2cc(C(=O)Nc3nnc(C)s3)c3ccccc3n2)cc1
9 | 100 | CCCC1(CCC)NC(=O)N(CC(=O)Nc2ccccc2OC)C1=O
9 | x | Cc1ccc(N2CCOCC2)c2c1C(=O)c1ccccc1C2=O
5 | 78 | c1ccc2c(c1)nc(N1CCOCC1)c1nnnn12
8 | 124 | CCCS(=O)(=O)N1CCN(Cc2ccccc2OCC)CC1
7 | 99 | CCCc1[nH]nc2c1C(c1ccc(O)cc1OCC)C(C#N)=C(N)O2 (stereo not given)
7 | 69 | Cn1c(=O)cc(SCC(=O)N2CCOCC2)c2ccc(Cl)cc21
5 | x | CCCCn1c(C(C)NC(=O)c2cccs2)nc2ccccc21 (stereo not given)
-12 | x | COc1ccc(Cl)cc1C(=O)Nc1ccccc1[N+](=O)[O-]
-12 | x | Cc1cccc(C)c1NC(=O)c1cc2ccccc2o1
-3 | 100 | Cc1cc(NS(=O)(=O)c2ccc(NC(=O)CN3C(=O)c4ccccc4C3=O)cc2)nc(C)n1
-1 | 98 | CCOC(=O)c1ccc2[nH]c(C)c(CN3CCN(C)CC3)c(=O)c2c1
8 | x | O=[N+]([O-])c1ccc(Cl)c(/C=N/N2CCN(c3ccccc3)CC2)c1
12 | 94 | Cn1c(=O)c2c(SCc3ccccn3)nc(-c3ccccc3)nc2n(C)c1=O
5 | 100 | CCC(C)(C)NC(=O)CN(C(=O)CCC(=O)Nc1cc(C)ccn1)c1ccc2c(c1)OCO2
-2 | 100 | CCOCCCNC(=O)CN1CCN(Cc2ccccc2C)C1=O
x | 100 | CCc1nnc(NC(=O)c2ccc(C)c([N+](=O)[O-])c2)s1
-11 | 104 | CCCn1c(=O)c(C(=O)NCc2ccccn2)c(O)c2ccccc21
-12 | x | Cc1ccc(C(=O)CSc2nc3cc(S(=O)(=O)N4CCOCC4)ccc3o2)cc1
4 | x | COC(=O)C1=CN(Cc2ccc(OC)cc2)C=C(C(=O)OC)C1c1cccs1
-10 | 85 | CCCCn1c(=O)cc(O)c2ccccc21
7 | 98 | CC(C)(C)c1ccccc1OCC(=O)Nc1ncn[nH]1
-7 | x | CCOc1ccc(NC(=O)COc2ccc(Br)cc2)cc1
4 | x | O=C(NNc1nc(Nc2ccccc2)nc(N2CCOCC2)n1)Nc1ccc(Cl)cc1
-5 | x | O=C1NC(=S)S/C1=C\c1cc(Cl)c(OCc2ccccc2)c(Cl)c1
1 | 347 | CSC1=NC(NCCCO)c2c(sc3c2CC(C)(C)OC3)N1 (stereo not given)
-7 | x | O=S(=O)(Nc1ccc(O)c(Cl)c1)c1cc(Cl)ccc1Cl
1 | 116 | CC(=O)N(Cc1ccc2c(c1)OCO2)C1CC(=O)N(CCc2ccccc2)C1=O (stereo not given)

# Records listed so far that bear a hit mark in BAP1 block.
HePTP inhibitor | BAP1 block | smiles
4 | 42* | CN(C)c1cc(NC(=O)CN2CCOCC2)c2ccccc2n1

# The listing continues.
HePTP inhibitor | BAP1 block | smiles
5 | 104 | CCc1ccc(-c2ccc(C(=O)O)cc2)nc1
-1 | 104 | COCC(C)NC(=O)c1cc(-c2ccc(OC)c(OC)c2)on1 (stereo not given)
102* | x | CCOc1cc(/C=C2\SC(=S)NC2=O)ccc1OCc1c(C)no[n+]1[O-]
-11 | x | CC(=O)c1ccc(NC(=O)C2CCC2)cc1
-4 | 93 | CCOc1ccccc1N(CC(=O)NCC1CCCO1)C(=O)CCC(=O)Nc1ccccn1 (stereo not given)
7 | 85 | CCN(CC)c1ccc(NC(=O)c2ccc(Br)o2)c(C)c1
9 | 97 | CC1=C(C(N)=O)C(c2ccncc2)n2nc(-c3ccccc3Cl)nc2N1 (stereo not given)
9 | 90 | C=CCn1c(SCC(=O)NCc2ccco2)nnc1-c1ccc2ccccc2n1
3 | 110 | COc1ccc(Cn2nnnc2C(c2ccncc2)N2CCOCC2)cc1 (stereo not given)
-2 | x | O=C(NCC(O)c1ccccc1)C(=O)NC1CC1 (stereo not given)
4 | x | Cc1ccc(NCC(=O)N/N=C\c2ccc(OC(=O)c3ccccc3)cc2)cc1
4 | 105 | COc1ccc(-c2noc(CSc3nnc(Cc4ccccc4)n3-c3cccc(C)c3)n2)cc1OC

# Profiles, looked up by structure. Order of screens: HePTP inhibitor	BAP1 block
# Listed for CC1=C(C(N)=O)C(c2ccncc2)n2nc(-c3ccccc3Cl)nc2N1 (stereo not given) → 9	97
# Listed for CCOc1cc(/C=C2\SC(=S)NC2=O)ccc1OCc1c(C)no[n+]1[O-] → 102*	x

# Continuation.
HePTP inhibitor | BAP1 block | smiles
6 | 104 | Cc1ccccc1Nc1nc(N)nc(CN2C(=O)NC3(CCCCC3C)C2=O)n1 (stereo not given)
9 | 64 | Nc1ccc(S(=O)(=O)NC(=O)c2ccccc2)cc1
-5 | x | Cc1cccc(N2C(=O)C3C4c5ccccc5C(C)(c5ccccc54)C3C2=O)c1C (stereo not given)
-15 | x | O=C(CN1C2=NCCN2c2ccccc21)c1cccc([N+](=O)[O-])c1
2 | 91 | O=C1[C@@H]2C(Cc3ccc(O)cc3)NC3(C(=O)Nc4ccc(F)cc43)[C@@H]2C(=O)N1c1ccc(F)cc1 (stereo not given in full)
11 | 102 | COC(=O)[C@H](CCSC)NC(=O)Nc1cc(C)ccc1C
-6 | x | Cc1cc(OCC(=O)Nc2ccc(NC(=O)c3ccccc3)c(Br)c2)cc(C)c1Cl
6 | 87 | COc1ccc(NC(=O)C2CCN(S(=O)(=O)c3cccc4cccnc34)CC2)cc1
-5 | x | O=C(CC1Sc2ccccc2NC1=O)Nc1ccc(OC(F)F)cc1 (stereo not given)
-5 | x | O=c1[nH]nc(Cc2nc3ccccc3s2)c2ccccc12
5 | 84 | O=C(c1cccc(F)c1)N1CCN(c2cccc(C(F)(F)F)c2)CC1
-7 | x | CCN(CC)c1ccc(N2C(=O)/C(=C/c3ccccc3[N+](=O)[O-])SC2=S)cc1
-10 | 51 | Cc1cccc2cc(C(c3nnnn3CC3CCCO3)N3CCCC4(CCCCC4)C3)c(=O)[nH]c12 (stereo not given)
103* | x | Cc1ccc(C)n1-c1cc(C(=O)O)ccc1Cl
-4 | 89 | CCCCC(=O)Nc1nnc(SCC(=O)N2CCN(c3ccccc3OC)CC2)s1
